# Screening data as filed in PubChem BioAssay.
# V1aR counter – V1a receptor agonism, counter-screen for OXTR agonists; P37288; CHO-V1R cells, Fluo-8 calcium fluorescence, agonist mode; 0% DMSO, 100% 3 nM vasopressin; activation, % at 3 µM; 320,000 tested, 0.25% active;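 active = activation above the mean activation of all tested compounds plus 3 SD, per screening run, cut at about 20% in these data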;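 note: signal is peak over basal fluorescence ratio across a 100 second FLIPR read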
# Target sequence (P37288 whole entry, looked up): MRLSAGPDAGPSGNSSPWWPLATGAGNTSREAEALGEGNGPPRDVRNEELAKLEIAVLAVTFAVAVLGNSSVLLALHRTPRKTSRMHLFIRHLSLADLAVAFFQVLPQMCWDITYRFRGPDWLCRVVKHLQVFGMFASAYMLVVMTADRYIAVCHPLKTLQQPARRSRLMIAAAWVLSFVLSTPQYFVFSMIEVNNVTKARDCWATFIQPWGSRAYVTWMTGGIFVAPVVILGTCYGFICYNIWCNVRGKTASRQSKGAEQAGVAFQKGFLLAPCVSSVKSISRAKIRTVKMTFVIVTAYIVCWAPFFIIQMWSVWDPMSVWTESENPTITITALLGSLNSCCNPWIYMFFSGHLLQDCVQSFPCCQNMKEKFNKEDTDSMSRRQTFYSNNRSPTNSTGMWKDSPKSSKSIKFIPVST
# GPR7 antag – antagonists of human GPR7 (neuropeptides B/W receptor 1); 290,000 tested, 1.1% active; inhibition, % at 4.4 µM; GPR7-expressing cells, fluorescence antagonist assay; in the data active = inhibition above about 16%, passing the limit was not always enough;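 note: cells stimulated with the agonist NPW; 0% = agonist with vehicle and 100% = vehicle without agonist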
# Target sequence (P48145 whole entry, looked up): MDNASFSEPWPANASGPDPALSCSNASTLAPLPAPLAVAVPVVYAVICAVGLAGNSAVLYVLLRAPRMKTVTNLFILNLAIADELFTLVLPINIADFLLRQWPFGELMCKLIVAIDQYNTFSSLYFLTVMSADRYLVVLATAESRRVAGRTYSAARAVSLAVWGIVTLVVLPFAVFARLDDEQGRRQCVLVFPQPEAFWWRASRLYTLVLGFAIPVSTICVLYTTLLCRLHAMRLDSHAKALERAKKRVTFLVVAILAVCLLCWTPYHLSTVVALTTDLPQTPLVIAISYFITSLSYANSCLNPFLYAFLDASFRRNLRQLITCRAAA
# CHO-K1 Ca PAM – nonselective activator or artifact in parental CHO-K1 calcium assay; activation, % at 3 µM; 360,000 tested, 0.02% active; ATP EC20, Fluo-8 calcium fluorescence; 0% at ATP EC20, 100% at ATP max;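 active = activation above the run cutoff, the mean activation of all test compounds plus 3 SD, cut at about 40% in these data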;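 note: peak over basal fluorescence ratio in a 140 s read after ATP addition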
# TAAR1 antagonist – antagonists of human TAAR1 | Q96RJ0 | CHO RD-HGA16 TAAR1, Fluo-8 calcium fluorescence, antagonist | inhibition, % at 3 µM | 360,000 tested, 1.5% active | AID 624466;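 active = inhibition above a per-plate cutoff, the mean inhibition of test compounds on that plate plus 3 SD, cut at about 49% in these data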;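 note: 0% = DMSO plus EC80 beta-PEA response and 100% = DMSO alone without agonist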
# Target sequence (Q96RJ0 whole entry, looked up): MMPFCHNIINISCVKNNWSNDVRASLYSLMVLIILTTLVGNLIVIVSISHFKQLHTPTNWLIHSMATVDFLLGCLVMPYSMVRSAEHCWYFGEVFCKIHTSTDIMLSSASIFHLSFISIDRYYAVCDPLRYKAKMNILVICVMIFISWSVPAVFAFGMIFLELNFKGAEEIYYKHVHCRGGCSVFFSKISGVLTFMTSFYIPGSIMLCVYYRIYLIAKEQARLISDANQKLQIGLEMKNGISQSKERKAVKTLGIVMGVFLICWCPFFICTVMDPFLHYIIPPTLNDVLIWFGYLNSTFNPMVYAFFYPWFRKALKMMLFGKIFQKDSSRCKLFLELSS
#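 Material: RD-HGA16 CHO cells with stable hTAAR1 and Gα16; Dosing: single nominal final test compound concentration of 3 µM; Schedule: seeding 17-24 h prior, 75-min 37 °C, 30-min RT dye loading; Detection: kinetic Fluo-8 calcium fluorescence measurement; Measure: % inhibition from peak post-agonist over basal fluorescence ratio; Benchmarks: vehicle and agonist controls.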
# M1 ag parental – nonselective activator or artifact in parental CHO-K1 cells. Fluo-8 calcium fluorescence; scaled to maximal ATP response, vehicle zero. activation, % at 3 µM. 360,000 tested, 0.48% active; in the data active = activation above about 15%;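 note: untransfected CHO-K1 host cells lacking M1 receptor as counterscreen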
# CHO parental Ca – counter-screen: ATP calcium response change in parental CHO cells | parental CHO-K1, ATP-induced calcium, Fluo-8 fluorescence | inhibition, % at 5.6 µM | 330,000 tested, 0.63% active | AID 463079;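 active = inhibition above that plate's mean sample inhibition plus 3 SD, cut at about 26% in these data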;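 note: 0% = ATP-challenged DMSO wells and 100% = DMSO wells without ATP; some compounds past the cut are filed as inactive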
#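 Test system: parental CHO cells; detection: calcium-sensitive Fluo-8 fluorescence; evaluation: percent inhibition of calcium signal; also added: ATP as calcium-mobilizing challenge; repeats: one well per compound; control set: ATP-challenged DMSO wells low, unchallenged DMSO wells high; compound: single nominal dose of 5.6 µM per compound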
# OXTR agonist – human OXTR agonism; P30559; CHO-OTR cells, Fluo-8 calcium fluorescence; normalized: DMSO 0%, oxytocin 100%; activation, % at 3 µM; 320,000 tested, 0.32% active;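 active = activation above the mean of all tested compounds plus 3 SD, cutoff set per screening run, cut at about 20% in these data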;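 note: peak over basal fluorescence ratio from a 100 s FLIPR kinetic read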
# CHO-K1 Ca antag – M1 antagonist counterscreen hit in parental CHO-K1 cells; ATP-induced calcium, Fluo-8 fluorescence; inhibition, % at 3 µM; 360,000 tested, 0.6% active; AID 602250;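 active = inhibition above a per-plate cutoff, the plate's mean sample inhibition plus 3 SD, cut at about 24% in these data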;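 note: 0% = DMSO plus EC80 ATP and 100% = DMSO alone without ATP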
# OXTR potentiator – potentiators of human oxytocin receptor; P30559; CHO-OTR cells, Fluo-8 calcium fluorescence, potentiator mode; 0% = oxytocin EC15, 100% = EC100; activation, % at 3 µM; 320,000 tested, 0.061% active;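 active = activation above that plate's cutoff, the mean activation of tested compounds plus 3 SD, cut at about 6.6% in these data, passing the limit was not always enough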;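 note: 100% uses oxytocin at 75 nM as the full agonist control; some results filed as inactive read as strong as hits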
#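 Material: CHO-OTR cells, human receptor; compound dosing: single dose, 3.0 µM nominal final compound concentration; schedule: 6 min compound pre-incubation at room temperature, 100 s kinetic read; measured by: kinetic Fluo-8 calcium fluorescence; read-out basis: % activation vs EC15 and EC100 oxytocin; controls: EC15 oxytocin alone as 0%, 75 nM oxytocin as 100%; replicates: singlicate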
# The depositor's hits bear a star; nt = no result given.
SMILES,V1aR counter,GPR7 antag,CHO-K1 Ca PAM,TAAR1 antagonist,M1 ag parental,CHO parental Ca,OXTR agonist,CHO-K1 Ca antag,OXTR potentiator
Cc1ccc(-c2cc(C(F)F)n3ncc(C(=O)N4CCN(c5cccc(C)c5C)CC4)c3n2)cc1,0.1,-9.0,-0.4,-15.9,0.1,-13.1,-1.1,4.1,-9.0
Nc1nc(SCc2ccc(Cl)cc2Cl)nc2nc3c(cc12)CCCC3,-1.3,13.7,-0.7,-5.2,-0.2,-16.7,-2.2,2.3,-3.4
O=C(Cn1cnc([N+](=O)[O-])c1)Nc1ccc(F)c(Cl)c1,nt,1.4,5.8,7.7,0.3,nt,nt,-2.1,nt
O=C(NCc1ccc(Cl)cc1)c1ccc2ccccc2n1,0.8,0.3,14.2,4.0,2.9,-17.5,-0.5,-16.7,-3.0
NC(=O)c1ccsc1NC(=O)COC(=O)Cc1ccc(F)cc1,nt,nt,-8.0,31.3,17.1*,nt,nt,14.0,nt
CC1=C(C)CC(C(=O)Nc2nc(C)cs2)C(C(=O)O)C1 (stereo unspecified),-0.5,-14.8,3.4,6.2,0.1,-1.6,-0.5,-13.0,-7.6
O/N=C/c1cc(Br)ccc1OCc1ccccc1F,0.7,6.4,-6.7,0.5,-0.4,-1.4,-2.2,13.9,-15.3
Cn1c(=O)oc2cc(S(=O)(=O)N3CCN(Cc4ccc5c(c4)OCO5)CC3)ccc21,-0.1,-4.3,22.6,2.2,1.6,-14.6,-0.4,-6.9,2.5
CCCc1cc(=O)oc2c(C)c(OCC(=O)NCCCn3ccnc3)ccc12,0.0,-5.2,1.0,-10.0,0.1,-10.8,-0.3,0.1,-5.0
Cc1ccccc1CN(c1ccc(C(=O)N/N=C/c2ccc(OCC(N)=O)cc2)cc1)S(C)(=O)=O,0.5,4.8,9.7,-7.7,0.6,-9.2,0.0,2.2,-14.3
O=C(COC(=O)c1ccc(Cl)nc1)Nc1ncc(Cl)cc1Cl,1.0,-4.4,14.8,-4.9,1.1,-7.0,-0.7,-15.2,-14.4
O=C(Nc1cccc(-c2nc3ccccc3[nH]2)c1)c1ccccn1,4.2,-11.9,4.6,50.7*,3.4,-16.8,3.0,-4.2,-8.4
CC1CCCC(NC(=O)CCS(=O)(=O)c2ccc3c(c2)NC(=O)CS3)C1C (stereo unspecified),1.4,-13.1,-3.1,-22.9,1.6,-12.5,1.3,-6.8,-3.9
COc1ccc(C(=O)COC(=O)CCN2C(=O)[C@@H]3[C@H](C2=O)[C@@H]2C[C@H]3C(Br)C2Br)cc1 (stereo partly specified),8.2,15.7,-1.4,26.9,3.4,-1.1,5.7,-3.0,-12.8
CC(C)c1c(O)cc(-c2ccncc2)n(-c2ccc(Cl)cc2)c1=O,-1.1,-14.4,4.3,-6.7,0.0,-3.4,0.1,10.0,-2.7

# Whole records, looked up by structure:
# O=C(Cn1cnc([N+](=O)[O-])c1)Nc1ccc(F)c(Cl)c1 is listed as V1aR counter = nt; GPR7 antag = 1.4; CHO-K1 Ca PAM = 5.8; TAAR1 antagonist = 7.7; M1 ag parental = 0.3; CHO parental Ca = nt; OXTR agonist = nt; CHO-K1 Ca antag = -2.1; OXTR potentiator = nt
# O=C(Nc1cccc(-c2nc3ccccc3[nH]2)c1)c1ccccn1 is listed as V1aR counter = 4.2; GPR7 antag = -11.9; CHO-K1 Ca PAM = 4.6; TAAR1 antagonist = 50.7*; M1 ag parental = 3.4; CHO parental Ca = -16.8; OXTR agonist = 3.0; CHO-K1 Ca antag = -4.2; OXTR potentiator = -8.4

# (continued)
SMILES,V1aR counter,GPR7 antag,CHO-K1 Ca PAM,TAAR1 antagonist,M1 ag parental,CHO parental Ca,OXTR agonist,CHO-K1 Ca antag,OXTR potentiator
CN(C(=O)COC(=O)c1cc(S(=O)(=O)N2CCOCC2)c(Cl)cc1Cl)C1CCS(=O)(=O)C1 (stereo unspecified),1.0,25.7*,5.8,9.9,-0.2,-4.7,-0.5,-5.8,-7.0
Cc1nc(SCC(=O)N2CCN(c3ccccc3)CC2)n[nH]1,0.7,-8.2,12.1,0.7,0.2,7.2,-0.2,8.3,-4.2
Cc1ccc2oc(=O)c3cnn(CC(=O)NCCN(C)C)c3c2c1,1.1,-1.4,17.1,-8.1,0.4,-6.1,0.6,-5.3,0.3
O=C(Nc1nc2c(s1)CCCC2)c1cc2n(n1)C(C(F)(F)F)CC(C1CC1)N2 (stereo unspecified),2.5,-19.6,7.0,-3.4,-0.3,7.5,-2.2,17.9,-6.1
Cc1nn(Cc2ccc(Cl)cc2)c(Cl)c1/C=N/NC(=O)CNc1ccccc1F,-0.6,8.8,28.0,-21.9,0.7,-22.1,-1.5,-15.5,-0.2
O=C(Cc1cccc(NC(=O)C2CCCN(C(=O)c3ccccc3)C2)c1)Nc1cccc(C(=O)N2CCCCC2)c1 (stereo unspecified),nt,nt,-2.7,-10.2,-0.1,nt,nt,-5.3,nt
COC(=O)C1CCN(C2CC(=O)N(c3cc(C)cc(C)c3)C2=O)CC1 (stereo unspecified),0.0,1.6,18.2,-21.3,0.6,-7.7,0.2,-3.9,-5.2
O=C(Cc1ccc(-c2ccccc2)cc1)N1CCOCC1,1.8,-7.4,12.6,-18.1,0.4,-8.7,0.6,-9.2,-5.1
COc1ccc(NC(=S)N2CCc3ccccc32)cc1OC,0.4,-4.1,6.2,-15.3,1.3,-11.6,-0.1,-7.3,-2.2
CC1=C(C(=O)N2CCOCC2)CC(CC(=O)NCC2CCCCC2)C(=O)N1Cc1ccc(C(C)(C)C)cc1 (stereo unspecified),nt,nt,1.7,-9.5,5.3,nt,nt,-11.9,nt
Cc1ccc(N(CC(=O)NC2CCCC2)C(=O)CNC(=O)c2cccs2)cc1F,7.4,-9.1,6.7,7.5,0.4,-21.7,2.5,-5.6,-12.3
O=[N+]([O-])c1cccc(-c2ccc(SCc3ccccn3)nn2)c1,-0.5,4.8,6.4,-21.9,1.0,-17.2,-0.8,-1.6,0.6
CCCCC1=NN(C(=O)c2ccncc2)C(O)(C(F)(F)F)C1 (stereo unspecified),2.1,-9.5,11.8,-17.4,0.6,2.2,0.2,-7.8,-6.3
CCc1ccccc1N1C(=O)C2CC(C)=C(C)CC2C1=O (stereo unspecified),3.3,1.9,9.4,-4.4,0.1,-5.2,-1.0,-9.6,-4.8
O=C(NC1CCCCCC1)c1ccc(S(=O)(=O)NCc2ccco2)cc1,0.3,21.2,2.6,-6.1,0.9,-4.0,0.3,-0.4,-0.5
Cc1ncsc1C(=O)Nc1nc2c(s1)CCCC2,-1.1,-9.1,11.1,-7.0,-0.7,-15.0,-0.8,-8.2,-4.1
CC(C)CSc1nc2ccccc2n1CC(=O)O,1.0,0.1,1.6,-7.9,0.2,-11.1,1.4,-2.6,-5.1
N#Cc1ccccc1S(=O)(=O)N1CCN(c2ccc(S(=O)(=O)N3CCOCC3)cn2)CC1,1.5,-3.8,-14.7,6.8,0.9,-5.4,2.4,-1.6,-5.4
CCn1nc(C)cc1C(=O)n1nc(C)c(Sc2ncccn2)c1C,-0.2,-4.4,16.1,-1.2,0.5,-5.3,-2.0,-0.4,-12.8
CC[N+]1(CC)CC2=Cc3c(ccc4ccccc34)C(C)C2C1 (stereo unspecified),-0.6,-7.5,0.9,17.9,0.5,-17.1,-0.8,-8.9,-9.0
O=C(CCN1CCN(c2ccccc2)CC1)NNC(=S)Nc1ccccc1Cl,-0.2,-21.1,18.2,-14.2,1.4,-4.2,0.0,-7.0,-4.4
CCN(C(=O)Cn1nc(C)n2c(cc3cc(C)ccc32)c1=O)c1ccccc1,0.1,-3.9,10.0,-20.5,0.4,-13.9,-1.7,-8.1,-3.7
COc1cccc(NCc2cc(=O)oc3cc(C)c(C(C)C)cc23)c1,-1.2,13.2,11.7,26.6,0.2,-11.5,-2.4,-12.0,-19.9
Cc1cc(C)n2nc(C(=O)Nc3ccc4c(c3)CCC4)nc2n1,0.8,0.7,13.2,-13.6,4.6,-19.9,0.1,-4.4,-12.8
Cc1ccc(NC(=O)CSc2ncccn2)cc1S(=O)(=O)N1CCOCC1,1.5,nt,0.9,-15.6,0.9,-5.6,2.5,-17.8,-3.7
COc1ccccc1NC(=O)C(C)OC(=O)/C=C/c1ccc2ccccc2n1 (stereo unspecified),0.4,nt,7.7,-9.1,0.1,-29.9,-1.7,-0.4,-6.3
Cc1cc(C)nc(Nc2nc(C(N)Cc3ccccc3)cs2)n1 (stereo unspecified),nt,nt,19.3,-1.7,3.2,nt,nt,-12.3,nt
COC(=O)c1ccc(CN2C(=O)c3ccccc3C2=O)cc1,nt,-12.6,8.1,4.8,0.7,nt,nt,-4.2,nt
COc1ccc2cc3c(N)c(C(=O)NCc4ccco4)sc3nc2c1,-0.4,0.8,25.2,1.7,0.6,-20.9,-2.0,-4.8,-5.5
COc1ccc(CN(C)C(C)C(=O)N(C)CC(=O)Nc2ccc(C)cc2)cc1F (stereo unspecified),-0.4,nt,2.7,-11.6,-0.1,-14.0,-0.6,-5.8,-2.2
O=C(CN1CCC2(CC1)OCCO2)c1c[nH]c2ccccc12,1.2,-3.6,nt,-3.7,nt,6.5,1.8,nt,-11.2
O=C(NCC1CCCO1)c1cc(-c2ccc(F)cc2)no1 (stereo unspecified),0.6,1.1,-20.1,-11.5,1.8,-3.3,-0.6,-12.4,-0.6
O=C(Nc1cccnc1)C1CCCN(S(=O)(=O)c2cccc3nsnc23)C1 (stereo unspecified),-0.2,-10.8,21.5,12.0,4.0,14.8,0.0,-9.9,-4.9
CN(/N=C/c1ccncc1)c1cnc2ccccc2n1,0.0,5.6,9.8,-9.8,2.8,-23.7,0.7,-7.6,-4.8
Cc1cc2cc3c(cc2nc1SCC(=O)N1CCN(C(=O)c2ccco2)CC1)OCO3,-0.8,-4.0,19.8,-32.1,0.6,-19.2,-1.7,-11.3,-5.4
CC(C)C(NC(=O)c1ccccc1)C(=O)OCC(=O)N1CCCC1 (stereo unspecified),0.9,nt,7.1,-17.0,0.7,-1.8,-0.9,-21.3,-4.5
CC(=O)Nc1cccc(OCc2c(F)cccc2Cl)c1,1.8,-13.8,21.9,-2.7,3.0,-12.9,2.0,-0.1,-3.9
CCOCCC(=O)Nc1ccc2c(c1)c(=O)n(C)n2-c1ccc2ccccc2c1,nt,nt,5.1,-19.3,0.7,nt,nt,-2.2,nt
O=C(CN1C(=O)S/C(=C\c2cccc(Cl)c2)C1=O)NC1C=CS(=O)(=O)C1 (stereo unspecified),4.4,-2.4,4.1,2.0,-0.1,4.2,0.2,-3.4,-3.6
O=C(Cc1ccc(Cl)cc1)SCc1ccccc1,0.0,nt,7.2,1.2,-0.2,-14.8,0.2,-11.0,1.7
CCCNC(=O)C(Sc1ccccc1)c1ccccc1 (stereo unspecified),0.7,-7.3,3.2,-11.0,0.4,-18.0,-2.2,-3.4,-3.8
